LYP phosphatase: inhibition of human PTPN22 tyrosine phosphatase – biochemical, DiFMUP fluorescence, recombinant catalytic domain, 10 µM, primary screen (AID 606). recombinant LYP catalytic domain, DiFMUP fluorescence; higher % means a stronger effect. inhibition, % at 10 µM, or IC50 in µM where a hit was titrated. 52,000 tested, under 10 active;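 active = IC50 under 40 µM in the dose-response test; inactive = IC50 of 40 µM or more, or never dose-tested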
Spn PMK inh: S. pneumoniae PMK inhibition; actives 0.49% (n = 65,000); AID 539; purified PMK, PK/LDH-coupled NADH absorbance 340 nm; inhibition, % at 10 µM;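 active = top-ranked compounds by inhibition in the single 10 µM screen, taking a fixed number of the strongest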;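 also: 0% = full reaction with DMSO carrier and 100% = background rate without enzyme reaction; no value below 0 was filed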
HPDE-C7 cytotoxicity: cytotoxicity in HPDE-C7 cells, cell-based, fluorescence, HTS (AID 430); HPDE-C7 pancreatic duct cells viability, fluorescence; higher % means a stronger effect; one-dose cytotoxicity, % at 10 µM; EC50 in µM for titrated hits; actives 1.8% (n = 63,000);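 also: cells exposed to compound for 48 hours before viability readout; 0% = vehicle and 100% = reference cytotoxic drug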
Alkaline phosphatase: inhibition of tissue-nonspecific alkaline phosphatase – biochemical, luminescent (AID 518); actives 0.09% (n = 64,000); inhibition, % at 20 µM; hits with a dose series show IC50 in µM; purified TNAP enzyme, luminescent substrate readout; higher % means a stronger effect; in the data active = a potency from the dose series; inactive = the rest, 99 in 100 with inhibition below about 22%;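 also: plate controls were vehicle for no effect and reference inhibitor for full effect; many of its hits are not listed in these tables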
DPM-DC inhibit: inhibitors of Streptococcus pneumoniae diphosphomevalonate decarboxylase; purified DPM-DC, PK/LDH coupled NADH fluorescence; calls only at 10 µM; actives 0.49% (n = 65,000); AID 556;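 active = the 320 compounds with the highest percent inhibition in the single-dose primary screen, excluding strongly autofluorescent ones, cut at about 32% in these data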;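 also: kinetic rate of NADH fluorescence loss reporting ADP formed by the decarboxylase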
HT1080 viability: cytotoxicity in HT1080 fibrosarcoma cells, cell-based, fluorescence readout (AID 620); HT1080 viability, fluorescence; higher % means a stronger effect; cytotoxicity, % at 10 µM; hits with a dose series show EC50 in µM; actives 0.42% (n = 87,000);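 also: cells exposed to compound overnight then 4 h with Alamar Blue; 0% = vehicle DMSO and 100% = killing control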
Spn MK inh: inhibitors of Streptococcus pneumoniae mevalonate kinase | purified MK, PK/LDH-coupled NADH absorbance 340 nm | inhibition, % at 10 µM | actives 0.48% (n = 65,000) | AID 555;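 active = ranked among the strongest by inhibition in the single 10 µM screen, a fixed top-ranked set picked for dose follow-up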; also: no value below 0 was filed
HPDE-C7K KRASV12: viability loss of HPDE-C7K cells – cell-based, fluorescence, HTS, primary screen (AID 431); HPDE-C7K KRASV12 cells, Alamar Blue viability, 48 h; higher % means a stronger effect; cytotoxicity, % at 10 µM, or EC50 in µM where a hit was titrated; actives 1.7% (n = 63,000);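 active = compounds whose percent cytotoxicity in the single-dose primary screen, scaled between solvent and toxic-drug controls, exceeds 50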;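 also: 0% = DMSO solvent wells and 100% = doxorubicin-treated wells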
Bfl-1 inhibitors: Bfl-1 inhibitors, primary screen, biochemical, fluorescence polarization, FITC-Bid, mouse (AID 432); FITC-Bid BH3 peptide fluorescence polarization displacement; higher % means a stronger effect; displacement, % at 20 µM, or IC50 in µM where a hit was titrated; actives 0.02% (n = 64,000); in the data active = a potency from the dose series; inactive = the rest, 99 in 100 with displacement below about 15%; also: strong numbers were not always called active
Spn PMK inh pilot replicates: second read-out of Spn PMK inh, no call of its own (marks repeat the call); inhibition, %; measured here: pilot screen replicates
Spn MK inh pilot replicates: recorded beside Spn MK inh, whose call it bears; inhibition, %; measured here: pilot screen replicates
DPM-DC inhibit pilot screen %: further read-out of DPM-DC inhibit, marked with its call; inhibition, %; measured here: pilot screen trials
An asterisk follows results filed as active; i = inactive; nt = not tested or not shown. Rule as the data show it, unless noted: active = cytotoxicity above about 50%; inactive = the rest.

SMILES | LYP phosphatase | Spn PMK inh | HPDE-C7 cytotoxicity | Alkaline phosphatase | DPM-DC inhibit | HT1080 viability | Spn MK inh | HPDE-C7K KRASV12 | Bfl-1 inhibitors | others
CC(NC(=O)C(c1ccccc1)c1ccccc1)C(=O)O (stereo not drawn) | 11.4% | 3.0 | -10.9% | 10.0% | i | -0.6% | 12.0 | -7.3% | -3.5%
CCC(C)(C)NC(=O)CN(C(=O)CNS(=O)(=O)c1ccc(C)cc1)c1ccc2c(c1)OCCO2 | -2.5% | 20.0 | -7.0% | 5.7% | i | -9.3% | 4.0 | -0.6% | 11.7%
O=C(NCCc1c[nH]c2ccccc12)C1Cc2ccccc2CN1C(=O)c1ccco1 (stereo not drawn) | 5.8% | 13.0 | 5.1% | 10.6% | i | -2.6% | 0.0 | 1.1% | 2.5%
CN(C)CCCNc1c2c(c(C#N)c3nc4ccccc4n13)CCC2 | 1.4% | 6.0 | -3.6% | 0.0% | nt | 4.6% | 8.0 | 9.0% | -0.5%
NC(=O)CN(c1ccccc1)C1SC(=O)N(Cc2ccccc2)C1=O (stereo not drawn) | nt | 16.0 | -1.2% | 3.8% | i | 18.2% | 7.0 | -3.2% | 0.1%
CC(=O)Oc1cc2c(C(=O)NCCCN3CCOCC3)c(C)oc2c2ccccc12 | 3.2% | 13.0 | 5.1% | 9.6% | i | -35.8% | 2.0 | 12.1% | -1.8%
CCc1cccc(Nc2cc(C)nc3ncnn23)c1 | 10.8% | 14.0 | -0.8% | 6.0% | i | -6.7% | 0.0 | -4.4% | -10.3%
COc1ccc(NC(=O)NC2(C(=O)N3CCCCCC3)CCCCC2)cc1 | nt | 15.0 | -21.4% | 0.9% | i | -17.2% | 0.0 | -17.1% | 2.5%
CCCCN1c2ccccc2N(CCCO)c2cc(C)nnc21 | 8.8% | 3.0 | -23.5% | 6.3% | i | 2.9% | 0.0 | -9.9% | -3.9%
CCOc1ccc(OCC)c(S(=O)(=O)N2CCCCC2)c1 | 2.7% | 0.0 | -12.9% | -1.5% | i | 1.3% | 1.0 | 3.2% | -4.7%
CS(=O)(=O)N(CC(=O)N1CCN(c2ccccc2F)CC1)c1ccc2c(c1)OCCO2 | 11.2% | 10.0 | -7.6% | 4.6% | i | -8.1% | 9.0 | -7.5% | -4.0%
CN(C)S(=O)(=O)c1ccc2c(c1)C(CC(=O)O)OC2=O (stereo not drawn) | -2.1% | 8.0 | -20.2% | -1.4% | i | 0.3% | 0.0 | 15.5% | -0.9% | Spn PMK inh pilot replicates=2.0;Spn MK inh pilot replicates=1.0;DPM-DC inhibit pilot screen %=1.5
CC(C)Sc1nc2sc3c(c2c2nnc(SCC(=O)NCc4ccco4)n12)CCCC3 | 4.2% | 5.0 | 19.2% | 7.8% | i | -5.0% | 5.0 | 21.5% | 3.8%
CC(C)(O)c1cn(-c2nonc2N)nn1 | -2.5% | 16.0 | 1.0% | 4.5% | i | -8.8% | 4.0 | -0.4% | 9.7%
COc1cc(NC(=O)c2ccc(NS(=O)(=O)c3c(C)noc3C)cc2)cc(OC)c1 | nt | 10.0 | 36.5% | 6.6% | i | -5.1% | 0.0 | 39.0% | 0.3%
CCOc1ccccc1NC(=O)c1cc(S(=O)(=O)N2CCC3(CC2)OCCO3)ccc1F | 7.0% | 11.0 | -13.2% | 1.3% | i | 12.8% | 6.0 | -5.8% | -7.2%
O=C1c2ccccc2C(=O)N1CCc1nc2ccccc2c(=O)n1Cc1ccco1 | nt | 11.0 | -7.1% | 2.4% | i | 0.3% | 9.0 | 1.8% | 1.0%
Cn1c(=O)oc2cc(S(=O)(=O)Nc3ccc(Cl)cc3F)ccc21 | nt | 8.0 | 3.4% | 12.1% | i | -2.1% | 5.0 | 7.7% | 3.2%
CCN(CC(=O)Nc1ccc(OC)c(OC)c1)S(=O)(=O)c1ccc(C)cc1 | 15.2% | 6.0 | -1.4% | 17.0% | i | 3.4% | 10.0 | 0.5% | 3.4%
O=c1c2c3c(sc2n2cnnc2n1C1CCCCC1)CCC3 | 6.8% | 7.0 | 9.6% | 10.3% | i | 35.3% | 0.0 | 2.2% | 2.2%
O=c1[nH]c2cc3c(cc2cc1C(c1nnnn1Cc1ccccc1)N1CCCc2ccccc21)OCO3 (stereo not drawn) | nt | 13.0 | -34.0% | 11.7% | i | 2.0% | 0.0 | -19.2% | 4.3% | Spn PMK inh pilot replicates=0.0;Spn MK inh pilot replicates=0.0;DPM-DC inhibit pilot screen %=2.5
Cc1ccc2[nH]c3c(c2c1)CN(C(=O)CN1CCN(c2cccc(C)c2C)CC1)CC3 | 6.4% | 8.0 | 17.1% | 10.9% | i | -3.3% | 6.0 | 29.6% | 14.1% | Spn PMK inh pilot replicates=4.0;Spn MK inh pilot replicates=0.0;DPM-DC inhibit pilot screen %=0.0
CC1CCCc2sc3nc(NCc4ccco4)n4ncnc4c3c21 (stereo not drawn) | 7.2% | 7.0 | 5.1% | 10.6% | i | -2.4% | 7.0 | 2.2% | 4.2% | Spn PMK inh pilot replicates=0.0;Spn MK inh pilot replicates=0.0;DPM-DC inhibit pilot screen %=3.5
O=C(N1CCCCCC1)N1CCN(S(=O)(=O)N2CCOCC2)CC1 | 7.6% | 5.0 | -13.1% | 0.1% | i | 0.1% | 4.0 | -9.7% | 4.2%
Cc1cccc(C)c1NC(=O)C1(N(Cc2ccco2)C(=O)CC2NC(=O)NC2=O)CCCCC1 (stereo not drawn) | nt | 3.0 | -7.9% | 13.8% | i | 2.9% | 12.0 | -0.2% | 5.2%
COc1ccccc1CNC(=O)C1COc2ccccc2O1 (stereo not drawn) | -3.4% | 1.0 | -11.9% | 8.2% | i | -4.8% | 0.0 | -11.6% | 3.4%
CCC(=O)N1C(=O)CCN(C(C)=O)c2ccccc21 | 9.3% | 13.0 | -23.8% | 5.4% | i | -7.7% | 0.0 | -21.7% | 0.9% | Spn PMK inh pilot replicates=1.0;Spn MK inh pilot replicates=0.0;DPM-DC inhibit pilot screen %=0.0
COc1ccc(OC)c(NC(=O)CCN2CC(C)OC(C)C2)c1 (stereo not drawn) | 6.3% | 2.0 | 6.2% | 9.1% | i | 4.3% | 1.0 | 13.6% | -7.2%
Cc1cc(NC(=O)CSc2nc(-c3cccnc3)ccc2C#N)no1 | -5.7% | 0.0 | 10.1% | 11.6% | i | -4.7% | 7.0 | 21.7% | 1.1%
CCn1c(Cc2ccccc2)nnc1SCC(=O)NC(C)(C)C | nt | 11.0 | 1.7% | 5.5% | i | 6.0% | 5.0 | -11.0% | -10.4%

Random excerpt: three entries already listed.
SMILES | LYP phosphatase | Spn PMK inh | HPDE-C7 cytotoxicity | Alkaline phosphatase | DPM-DC inhibit | HT1080 viability | Spn MK inh | HPDE-C7K KRASV12 | Bfl-1 inhibitors | others
O=C(NCCc1c[nH]c2ccccc12)C1Cc2ccccc2CN1C(=O)c1ccco1 (stereo not drawn) | 5.8% | 13.0 | 5.1% | 10.6% | i | -2.6% | 0.0 | 1.1% | 2.5%
CCCCN1c2ccccc2N(CCCO)c2cc(C)nnc21 | 8.8% | 3.0 | -23.5% | 6.3% | i | 2.9% | 0.0 | -9.9% | -3.9%
CCn1c(Cc2ccccc2)nnc1SCC(=O)NC(C)(C)C | nt | 11.0 | 1.7% | 5.5% | i | 6.0% | 5.0 | -11.0% | -10.4%

Further results:
SMILES | LYP phosphatase | Spn PMK inh | HPDE-C7 cytotoxicity | Alkaline phosphatase | DPM-DC inhibit | HT1080 viability | Spn MK inh | HPDE-C7K KRASV12 | Bfl-1 inhibitors | others
CC(C(=O)N1CC2(C)CC1CC(C)(C)C2)N1C(=O)c2ccccc2C1=O (stereo not drawn) | 3.0% | 4.0 | -9.1% | 6.4% | i | 3.9% | 8.0 | -10.9% | -0.1% | Spn PMK inh pilot replicates=4.0;Spn MK inh pilot replicates=0.0;DPM-DC inhibit pilot screen %=3.5
c1cncc(-c2nnc(SCCSc3nnc(-c4cccnc4)o3)o2)c1 | -0.4% | 0.0 | -6.3% | 13.8% | i | -5.9% | 5.0 | -7.4% | 4.0% | Spn PMK inh pilot replicates=3.5;Spn MK inh pilot replicates=0.0;DPM-DC inhibit pilot screen %=3.5
Cc1nn(Cc2ccccc2)c(C)c1CCC(=O)O | nt | 6.0 | -27.0% | 7.6% | i | -7.3% | 0.0 | -26.7% | -3.9%
CCCCNC(=O)C1CC(=O)N(CCC(C)C)C1 (stereo not drawn) | nt | 8.0 | -14.9% | -11.7% | i | 37.2% | 0.0 | -13.5% | -0.1%
CCCC(=O)N(c1ccc(OC)cc1)C1C=CS(=O)(=O)C1 (stereo not drawn) | nt | 15.0 | -3.4% | 10.0% | i | 1.9% | 1.0 | -4.0% | 3.3%
NS(=O)(=O)c1ccc(NC(=O)CCc2ccccc2)cc1 | 3.7% | 0.0 | -1.3% | 5.0% | i | -8.8% | 0.0 | -1.3% | 3.0%
COCCN(C(C)=O)c1nnc(-c2ccccn2)s1 | 9.4% | 17.0 | 6.8% | 1.3% | i | -4.5% | 7.0 | 2.2% | -16.7%
COc1ccc2c(c1)c(=O)oc1cc(OCC(=O)NC3CC3)ccc12 | 17.2% | 4.0 | -7.3% | 4.6% | nt | -0.1% | 7.0 | -5.2% | 21.6%
COc1ccc(Nc2nc(N)nc(CN3CCOCC3)n2)cc1 | 8.2% | 16.0 | 3.4% | 12.5% | i | -3.9% | 6.0 | -6.1% | 0.1%
Cc1ccc(OCCN2CCN(C(=O)CCC(=O)Nc3nnc(C(C)C)s3)CC2)cc1 | 3.1% | 3.0 | 12.8% | 14.3% | i | -9.0% | 4.0 | 14.3% | 0.6%
CCN1C(=O)CSc2ccc(C(=O)NCc3ccco3)cc21 | 13.3% | 13.0 | -12.9% | 13.9% | i | 1.7% | 0.0 | -8.2% | -2.2%
CCN(CC)c1nc(N)nc(NS(=O)(=O)c2ccc(Cl)cc2)n1 | 1.3% | 10.0 | -4.1% | -4.2% | i | 51.4%* | 12.0 | -4.4% | 2.4%
NC(=O)c1ccsc1NC(=O)CSc1ccccc1F | 5.7% | 12.0 | 3.9% | 1.9% | i | 4.3% | 1.0 | 3.2% | -5.4%
Cc1nc(NCC2CCCO2)nc2c1C(=O)CC(C)C2 (stereo not drawn) | 16.1% | 0.0 | -4.7% | 8.7% | i | 2.9% | 4.0 | -4.6% | -0.3%
Nn1cc(-c2ccccc2)nc1SCC(=O)N1CCN(S(=O)(=O)c2ccc(Cl)cc2)CC1 | -9.2% | 11.0 | 8.4% | 9.2% | i | 4.3% | 13.0 | 2.1% | -9.5%
CC1CCCCN1S(=O)(=O)c1ccc(C(=O)Nc2nnc(-c3cccs3)o2)cc1 (stereo not drawn) | 4.4% | 13.0 | -15.3% | -0.1% | i | 5.5% | 3.0 | -18.0% | -24.1%
CNS(=O)(=O)c1cc(O)c2c(S(=O)(=O)NC)cccc2c1 | 3.8% | 8.0 | 2.3% | 8.1% | i | 14.2% | 6.0 | 0.3% | 0.8%

Bioassay records: PubChem BioAssay, several laboratories
